Bioassay records: PubChem, several laboratories
Tat transport: inhibitors of E. coli Tat protein transport; inhibition, % at 10 µM; 340,000 tested, 0.036% active; E. coli MC4100 TorA-mCherry Tat export, fluorescence; AID 488895;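 active = mean replicate inhibition at least 50% and at least half of replicates individually reaching 50%; inconclusive = only one of the two criteria met; inactive = neither criterion met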;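 note: exported cargo escapes ClpAP degradation while cytoplasmic cargo is degraded and loses fluorescence; 0% = median of neutral control wells and 100% = median of NaSCN control wells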
HTR5A inv ctr: HTR5A inverse agonism, opioid heterodimer counter-screen; P47898; HTR5A cell line, luminescence; inhibition, % at 9.3 µM; 340,000 tested, 0.083% active; AID 504634; in the data active = inhibition mostly above about 23%, no sharp cut-off; inactive = mostly below about 18%;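 note: 0% = cells with DMSO and 100% = no-cell wells with DMSO; some compounds called inactive have numbers as strong as hits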
phage Ecoli inh: E. coli growth loss with phage present. AID 651602. growth absorbance. 360,000 tested, 0.26% active. inhibition, % at 11.9 µM; in the data active = inhibition above about 11%
PKA-R1A act: activators of PKA-R1A complex; PKA-R1A dissociation, Cy5-IP20 fluorescence polarization; scaled: DMSO 0%, 113 µM cGMP 100%; activation, % at 11.4 µM; 340,000 tested, 0.083% active; AID 504707;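 active = percent activation above the mean of all tested compounds plus 3 SD, cut at about 19% in these data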;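 note: higher means more PKAc released from R1A so a rise in polarization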
DAGLB inhibitor: blocks human DAGLB lipase activity | 340,000 tested, 0.059% active | HEK293T DAGLB membrane lysate, EnzChek fluorogenic substrate | AID 504411 | Q8NCG7 | inhibition, % at 5.17 µM; in the data active = inhibition above about 34%;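 note: 0% = enzyme with vehicle and 100% = wells lacking enzyme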
Target sequence (Q8NCG7 whole entry, looked up): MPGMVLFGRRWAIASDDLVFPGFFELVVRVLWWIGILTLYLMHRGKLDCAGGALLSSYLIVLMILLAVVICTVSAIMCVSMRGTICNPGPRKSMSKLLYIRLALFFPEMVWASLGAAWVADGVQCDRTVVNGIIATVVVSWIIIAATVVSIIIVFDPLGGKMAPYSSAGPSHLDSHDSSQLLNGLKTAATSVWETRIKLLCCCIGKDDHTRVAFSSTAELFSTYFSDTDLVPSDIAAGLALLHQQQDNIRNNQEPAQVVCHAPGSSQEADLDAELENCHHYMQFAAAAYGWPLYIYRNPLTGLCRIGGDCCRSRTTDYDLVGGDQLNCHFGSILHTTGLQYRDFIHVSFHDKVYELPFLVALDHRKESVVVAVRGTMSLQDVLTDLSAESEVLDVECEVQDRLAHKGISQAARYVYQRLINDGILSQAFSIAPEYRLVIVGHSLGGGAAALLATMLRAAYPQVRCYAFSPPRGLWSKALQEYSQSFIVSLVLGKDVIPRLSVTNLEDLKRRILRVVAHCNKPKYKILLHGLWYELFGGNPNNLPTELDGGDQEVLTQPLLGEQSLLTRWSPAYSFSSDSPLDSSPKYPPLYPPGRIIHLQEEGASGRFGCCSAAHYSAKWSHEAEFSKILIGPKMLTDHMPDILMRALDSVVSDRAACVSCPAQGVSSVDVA
PKA-R2B activ: PKA-R2B complex activation; P22694+P31323; PKA-R2B holoenzyme dissociation, Cy5-IP20 fluorescence polarization; R2B truncated from residue 108, S112A mutant; 0% DMSO only, 100% 113 µM cGMP; activation, % at 11.4 µM; 340,000 tested, 0.079% active;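 active = activation above a cutoff set at the mean over all compounds plus 3 SD, cut at about 18% in these data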;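 note: higher means more holoenzyme dissociation and a rise in polarization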
Target sequence (P31323 whole entry, looked up, other chains not shown, the tested form may be a part): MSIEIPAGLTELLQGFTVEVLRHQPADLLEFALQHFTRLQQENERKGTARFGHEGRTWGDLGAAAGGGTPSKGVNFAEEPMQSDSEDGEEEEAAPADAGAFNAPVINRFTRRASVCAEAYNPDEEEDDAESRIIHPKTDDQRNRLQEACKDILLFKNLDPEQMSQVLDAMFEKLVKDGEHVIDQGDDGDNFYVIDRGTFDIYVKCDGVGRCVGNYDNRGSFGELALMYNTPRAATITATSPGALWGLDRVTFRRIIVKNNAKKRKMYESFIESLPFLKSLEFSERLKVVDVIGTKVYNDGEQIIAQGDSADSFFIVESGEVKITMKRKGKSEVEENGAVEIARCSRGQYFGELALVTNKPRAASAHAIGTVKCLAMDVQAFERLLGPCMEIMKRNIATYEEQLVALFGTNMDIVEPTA
Ecoli viability: reduces bacterial viability in AddAB counter-screen; inhibition, % at 11.9 µM; 330,000 tested, 0.27% active; E. coli V3065 growth, OD600 absorbance, 18 h;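 active = inhibition above the campaign's mean inhibition across all tested compounds plus 3 SD, cut at about 9.9% in these data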;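 note: uninfected addAB+ strain grown without phage in ampicillin broth; 0% = DMSO wells and 100% = ciprofloxacin 0.95 µg/ml wells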
HTR5A ag: counter-screen for OPRM1-OPRD1 agonists: human HTR5A agonism | activation, % at 9.3 µM | AID 504692 | 340,000 tested, 0.61% active | HTR5A agonist assay, luminescence, cell-based; in the data active = activation mostly above about 9.5%, no sharp cut-off; inactive = mostly below about 7.6%;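 note: 0% = cells with vehicle only and 100% = reference agonist; strong numbers were not always called active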
Mot1-301 SUMO: inhibitors of SUMOylation pathway: yeast Mot1-301 growth rescue; AID 2716; growth rescue, % at 18.8 µM; 320,000 tested, 1% active; S. cerevisiae Mot1-301 growth rescue, ATP luminescence, 38.5C; percent above DMSO median, 100 means doubled;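 active = every valid replicate shows activation above 250% relative to neutral control wells; inactive = the rest, any valid replicate at or below 250%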;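 note: OY570 slx delta 5 strain wells were the positive control but not used for scaling; some compounds called inactive have numbers as strong as hits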
AddAB inh: less growth of phage-infected E. coli with AddAB | E. coli expressing H. pylori AddAB, absorbance growth | inhibition, % at 11.9 µM | 330,000 tested, 0.29% active | AID 435030; in the data active = inhibition above about 12%;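 note: 0% = vehicle wells of infected cells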
CDK5 p35 inh: blocks human CDK5/p35 kinase activity; Q00535+Q15078; Recombinant CDK5/p35, ADP-Glo luminescence, 60 min; inhibition, % at 10 µM; 330,000 tested, 0.01% active;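 active = highest replicate inhibition of at least 50% and at least 75% of replicates reaching 50%; inconclusive = only one of the two criteria met; inactive = both criteria failed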;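 note: plate controls were DMSO neutral control for no effect and GW8510 at 10 µM for full effect; many of its hits are not listed in these tables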
* = called active by the depositor.

For Cc1ccc(C(=O)c2c3ccccc3[n+]([O-])n2CCC(N)=O)cc1 the results were Tat transport 11, HTR5A inv ctr -7, phage Ecoli inh 1.9, PKA-R1A act -13, DAGLB inhibitor -3, PKA-R2B activ 0, Ecoli viability -0.3, HTR5A ag 3, Mot1-301 SUMO -5, AddAB inh 2.3 and CDK5 p35 inh 0.3.
Cc1ccc(-c2cc3c(nn2)-c2ccccc2C3=O)cc1 was read as Tat transport 0, HTR5A inv ctr -3, phage Ecoli inh 1.8, PKA-R1A act -4, DAGLB inhibitor -3, PKA-R2B activ -5, Ecoli viability -4.0, HTR5A ag 1, Mot1-301 SUMO -67, AddAB inh -3.0 and CDK5 p35 inh 8.1.
COc1ccc(CCNC(=O)c2cnccn2)cc1 was read as Tat transport -3, HTR5A inv ctr -2, phage Ecoli inh 1.8, PKA-R1A act -8, DAGLB inhibitor -2, PKA-R2B activ -13, Ecoli viability 0.0, HTR5A ag 1, Mot1-301 SUMO 6, AddAB inh 1.3 and CDK5 p35 inh -2.7.
`O=C(O)CP(=O)(c1ccccc1)c1ccccc1` gave Tat transport -8, HTR5A inv ctr -3, phage Ecoli inh 0.2, PKA-R1A act -1, DAGLB inhibitor -6, PKA-R2B activ 6, Ecoli viability 0.6, HTR5A ag 10, Mot1-301 SUMO -12, AddAB inh 8.2 and CDK5 p35 inh 3.1.
For Cc1c(N)cc[n+](CC(=O)c2ccccc2)c1C the results were Tat transport 5, HTR5A inv ctr -5, phage Ecoli inh 4.0, PKA-R1A act -12, DAGLB inhibitor -3, PKA-R2B activ 2, Ecoli viability -2.9, HTR5A ag 2, Mot1-301 SUMO -2, AddAB inh 0.8 and CDK5 p35 inh -2.1.
For CCC(C)C(NC(=O)c1ccccc1NC(=O)c1ccccc1)C(=O)O (stereo unspecified) the results were Tat transport 7, HTR5A inv ctr -3, phage Ecoli inh 1.4, PKA-R1A act -7, DAGLB inhibitor 1, PKA-R2B activ 3, Ecoli viability -2.1, HTR5A ag -2, Mot1-301 SUMO 7, AddAB inh 2.5 and CDK5 p35 inh -6.2.
For N#Cc1ccc(S(=O)(=O)Nc2ccc3ccccc3n2)cc1 the results were Tat transport -1, HTR5A inv ctr 10, phage Ecoli inh 4.0, PKA-R1A act 7, DAGLB inhibitor 3, PKA-R2B activ -3, Ecoli viability 1.0, HTR5A ag 8, Mot1-301 SUMO 39, AddAB inh 7.0 and CDK5 p35 inh 1.5.
For COc1ccc(C(=O)Nc2ccc3c4c(cccc24)CC3)cc1 the results were Tat transport -5, HTR5A inv ctr -19, phage Ecoli inh 2.3, PKA-R1A act -2, DAGLB inhibitor -6, PKA-R2B activ -9, Ecoli viability 1.5, HTR5A ag 6, Mot1-301 SUMO -19, AddAB inh 0.5 and CDK5 p35 inh -0.1.
Screening CCOc1ccc(NC(=O)C2CC(=O)N(Cc3ccco3)C2)cc1 (stereo unspecified) returned Tat transport -2, HTR5A inv ctr -3, phage Ecoli inh -0.6, PKA-R1A act -2, DAGLB inhibitor -2, PKA-R2B activ -4, Ecoli viability -1.4, HTR5A ag 1, Mot1-301 SUMO -22, AddAB inh -3.3 and CDK5 p35 inh -0.8.
Screening Cc1onc(-c2ccccc2)c1CNC(=O)Nc1ccc(C(F)(F)F)cc1 returned Tat transport 6, phage Ecoli inh 7.2, Ecoli viability 1.6, Mot1-301 SUMO -7, AddAB inh 2.6 and CDK5 p35 inh 1.1.
Screening Cc1nc(C(=O)NCc2ccccc2)sc1C1(C)CC(c2cccnc2)=NO1 (stereo unspecified) returned Tat transport 4, HTR5A inv ctr 2, phage Ecoli inh 1.7, PKA-R1A act -15, DAGLB inhibitor 1, PKA-R2B activ -3, Ecoli viability 0.4, HTR5A ag 6, Mot1-301 SUMO 262, AddAB inh 2.4 and CDK5 p35 inh -0.5.
For Cc1ccsc1C1C2=C(CCCC2=O)Nc2ncnn21 (stereo unspecified) the results were Tat transport 6, HTR5A inv ctr -12, phage Ecoli inh 1.6, PKA-R1A act -2, DAGLB inhibitor 1, PKA-R2B activ 9, Ecoli viability 1.9, HTR5A ag 4, Mot1-301 SUMO -3, AddAB inh -0.5 and CDK5 p35 inh -0.3.
Screening Cc1ccc(NS(=O)(=O)c2ccc(C(=O)N3CCCCCCC3)cc2)cc1 returned Tat transport 5, HTR5A inv ctr -10, phage Ecoli inh -0.9, PKA-R1A act -12, DAGLB inhibitor -6, PKA-R2B activ -2, Ecoli viability 0.2, HTR5A ag 3, Mot1-301 SUMO 50, AddAB inh -2.8 and CDK5 p35 inh -1.2.
COc1ccc2[nH]c3c(c2c1)CCN1C(=O)C(CC(=O)NCC24CC5CC(CC(C5)C2)C4)C[C@H](C(=O)N2CCOCC2)[C@@]31C (stereo partly specified) was read as Tat transport 3, HTR5A inv ctr 6, phage Ecoli inh 2.0, PKA-R1A act 4, DAGLB inhibitor 0, PKA-R2B activ 3, Ecoli viability 1.1, HTR5A ag -2, AddAB inh -1.1 and CDK5 p35 inh -3.4.
Cc1ccc(S(=O)(=O)c2ccc(NN)cc2)cc1 was read as Tat transport inconclusive, HTR5A inv ctr -2, phage Ecoli inh -1.8, PKA-R1A act 4, DAGLB inhibitor 0, PKA-R2B activ -1, HTR5A ag 1 and CDK5 p35 inh -0.5.
COc1ccccc1NC(=O)COC(=O)c1cc(C)nc2ccccc12 was read as Tat transport -4, HTR5A inv ctr 0, phage Ecoli inh 0.0, PKA-R1A act -14, DAGLB inhibitor -5, PKA-R2B activ 6, Ecoli viability -0.2, HTR5A ag 0, Mot1-301 SUMO 30, AddAB inh -0.8 and CDK5 p35 inh -0.6.
Screening COc1ccc(NC(=S)N2CCN(S(=O)(=O)c3ccccc3)CC2)cc1 returned Tat transport -8, HTR5A inv ctr 20, phage Ecoli inh -0.9, PKA-R1A act -12, DAGLB inhibitor 0, PKA-R2B activ -11, HTR5A ag 4, Mot1-301 SUMO 1 and CDK5 p35 inh -0.6.
For O=C(CSc1nc(C(F)(F)F)cc(=O)[nH]1)N1CCCC1 the results were Tat transport 8, HTR5A inv ctr 1, phage Ecoli inh 0.2, PKA-R1A act 1, DAGLB inhibitor -3, PKA-R2B activ 7, Ecoli viability 1.1, HTR5A ag -1, Mot1-301 SUMO 21, AddAB inh 0.9 and CDK5 p35 inh 0.1.
`COCCNC(=O)CCCCCn1c(=S)[nH]c2ccccc2c1=O` gave Tat transport -3, HTR5A inv ctr -8, phage Ecoli inh 1.6, PKA-R1A act 17, DAGLB inhibitor -1, PKA-R2B activ 10, Ecoli viability -3.3, HTR5A ag 3, Mot1-301 SUMO -2, AddAB inh -1.6 and CDK5 p35 inh -2.7.
O=C(Cn1cccc1C(=O)c1ccccc1)NCc1ccc(Cl)cc1 was read as Tat transport -11, HTR5A inv ctr 19, phage Ecoli inh 6.0, PKA-R1A act 4, DAGLB inhibitor -3, PKA-R2B activ -1, Ecoli viability 1.4, HTR5A ag 2, AddAB inh 3.1 and CDK5 p35 inh -1.2.
c1ccc(-n2nnnc2Oc2cccc3cccnc23)cc1 was read as Tat transport 6, HTR5A inv ctr -4, phage Ecoli inh -3.5, PKA-R1A act -9, DAGLB inhibitor 0, PKA-R2B activ -11, Ecoli viability -2.0, HTR5A ag 0, Mot1-301 SUMO -2, AddAB inh -3.2 and CDK5 p35 inh -1.4.
Cc1ccc(Cl)cc1NC(=O)C[n+]1ccc(Cc2ccc([N+](=O)[O-])cc2)cc1 was read as Tat transport 26, HTR5A inv ctr -7, phage Ecoli inh 5.0, PKA-R1A act -9, DAGLB inhibitor 0, PKA-R2B activ -6, Ecoli viability 0.0, HTR5A ag 4, Mot1-301 SUMO -7, AddAB inh 0.9 and CDK5 p35 inh 0.5.
Screening COc1ccccc1CNC(=O)c1ccc(NS(=O)(=O)c2cccs2)cc1 returned Tat transport 1, HTR5A inv ctr -7, phage Ecoli inh 0.1, PKA-R1A act -8, DAGLB inhibitor 4, PKA-R2B activ 7, Ecoli viability 0.3, HTR5A ag 3, Mot1-301 SUMO 190, AddAB inh 4.6 and CDK5 p35 inh 1.8.
Screening COC(=O)C1=C(C(=O)OC)[C@@H]2N(Cc3ccccc3)c3ccccc3[C@@]23C[C@@H](CO)N(C(=O)NC2CCCC2)C3=N1 returned Tat transport 2, HTR5A inv ctr 2, phage Ecoli inh -0.5, PKA-R1A act -1, DAGLB inhibitor 0, PKA-R2B activ 0, Ecoli viability 0.0, HTR5A ag 4, Mot1-301 SUMO -34, AddAB inh 2.6 and CDK5 p35 inh 0.0.
`O=C(Nc1nnc(-c2ccco2)o1)c1cccc2ccccc12` gave Tat transport -3, HTR5A inv ctr 12, phage Ecoli inh -3.6, PKA-R1A act -20, DAGLB inhibitor 2, PKA-R2B activ -26, Ecoli viability -4.6, HTR5A ag -3, AddAB inh -5.3 and CDK5 p35 inh 0.8.
`CCOc1ccccc1C1N=C(c2ccc(OC)cc2)CC(c2ccccc2O)N1` (stereo unspecified) gave Tat transport 3, HTR5A inv ctr 14, phage Ecoli inh 1.3, PKA-R1A act -1, DAGLB inhibitor 0, PKA-R2B activ 0, Ecoli viability 0.7, HTR5A ag -5, Mot1-301 SUMO 3, AddAB inh -1.6 and CDK5 p35 inh 0.1.
Screening CC1Cc2ccccc2N1C(=O)COC(=O)C1=COCCO1 (stereo unspecified) returned Tat transport 24, HTR5A inv ctr -34, phage Ecoli inh 3.0, PKA-R1A act 3, DAGLB inhibitor 3, PKA-R2B activ -10, Ecoli viability -1.5, HTR5A ag 0, Mot1-301 SUMO 897, AddAB inh 0.6 and CDK5 p35 inh -0.9.
Screening CC(C)(C)n1nc2c(c1NC(=O)COc1ccc3ccccc3c1)CS(=O)C2 (stereo unspecified) returned Tat transport 1, HTR5A inv ctr -10, phage Ecoli inh 2.1, PKA-R1A act -6, DAGLB inhibitor 3, PKA-R2B activ -11, Ecoli viability -1.0, HTR5A ag 3, Mot1-301 SUMO -16, AddAB inh 1.6 and CDK5 p35 inh -0.5.
`Cc1cccc(C)c1OCC(=O)NC1CC1` gave Tat transport -2, HTR5A inv ctr -6, phage Ecoli inh 0.7, PKA-R1A act -11, DAGLB inhibitor 1, PKA-R2B activ -8, Ecoli viability 0.1, HTR5A ag 3, Mot1-301 SUMO -2, AddAB inh 0.8 and CDK5 p35 inh -0.1.
`Cc1ccc2sc(NNC(=O)c3cc(=O)c4ccccc4o3)nc2c1C` gave Tat transport 2, HTR5A inv ctr -11, phage Ecoli inh 2.5, PKA-R1A act -6, DAGLB inhibitor 23, PKA-R2B activ -21, Ecoli viability -3.1, HTR5A ag 4, Mot1-301 SUMO inactive, AddAB inh 2.5 and CDK5 p35 inh -2.0.
